Assay outcomes deposited in PubChem by Sanford-Burnham Center for Chemical Genomics.
MKP-3 inhibition – MKP-3 phosphatase inhibitors, primary screen, biochemical, rat enzyme, in vitro (AID 425) | recombinant MKP-3 phosphatase activity, fluorescence; higher % means a stronger effect | inhibition, % at 20 µM, or IC50 in µM where a hit was titrated | 110,000 tested, 0.17% active; in the data active means inhibition above about 50%;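 further: plate controls were vehicle for no effect and reference inhibitor for full effect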
Hsp70 inhibitors – small molecules displacing fluorescent ligand from Hsp70 – biochemical, fluorescence polarization, primary screen (AID 583) | 140,000 tested, 0.06% active | displacement, % at 20 µM, or IC50 in µM where a hit was titrated | Hsp70 fluorescence polarization probe displacement, mP; higher % means a stronger effect; in the data active means displacement above about 50%;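 further: plate controls were vehicle for no effect and reference ligand for full effect; a part of the inactive calls stands beside numbers as strong as those of hits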
* = called active by the depositor; . = not tested or not shown; & = joins results of further samples. The list is partial; count on the stated rates, not on these rows.

Fields – MKP-3 inhibition | Hsp70 inhibitors
CCCSc1oc(-c2ccco2)nc1S(=O)(=O)c1ccccc1
    -1.2% | 0.4%
CC(=O)c1cnc(Nc2nc(C)c3ccccc3n2)nc1C
    -3.3% | 2.3%
O=C1CC(c2ccccc2)CN1C(=O)c1cncc(Br)c1 (stereo not given)
    0.8% | -0.5%
CCc1ccc(N=CC2=C(O)CC(c3ccco3)CC2=O)cc1 (stereo not given)
    . | -4.5%
O=C(c1cccc(F)c1)N1CCN(c2cc(N3CCCC3)c(F)cc2[N+](=O)[O-])CC1
    3.1% | -4.6%
O=C1c2ccncc2C(=O)N1CO
    7.7% | -4.6%
Oc1ccc(/C=N/Nc2nnc(-c3ccccc3)c(-c3ccccc3)n2)cc1
    -0.7% | 3.8%
O=P1(O)C=C(c2ccccc2)NC(c2ccccc2)=C1
    3.2% | -0.3%
Cc1ccc(C)c(N2CCN(C(c3ccc(N(C)C)cc3)c3nnnn3C(C)(C)C)CC2)c1 (stereo not given)
    . | -1.9%
Cc1ccc(-c2noc(CNCCCN(C)C)n2)cc1
    -3.3% | 5.1%
CSc1nc2ccccc2n1CC(=O)Nc1ccccc1
    -6.9% | -2.2%
CCC1CCCCN1CCCNC(=O)COc1cc(=O)n(C)c2ccccc12 (stereo not given)
    3.5% | 7.0%
N#CC(C(=O)NCc1ccco1)c1nc2ccccc2nc1N1CCOCC1 (stereo not given)
    -5.2% | 1.6%
CC1(C)SC2c3ccccc3C(=O)N2[C@@H]1C(=O)NCc1ccco1 (stereo not given in full)
    -17.3% | -6.3%
CCC(=O)OCCn1c(=O)c2cc3c(=O)n(CCOC(=O)CC)c(=O)c3cc2c1=O
    -8.7% | -3.0%
CN1CCN(c2ccccc2NC(=O)c2cc(Br)ccc2Cl)CC1
    -12.3% | -0.2%
COCCNC(=O)CN(c1ccc(C)cc1)S(C)(=O)=O
    3.9% | -3.5%
CCOc1ccc2nc(NC(=O)c3ccccc3O)sc2c1
    0.2% | 1.5%
Cn1c(=O)c2c(nc(CN3CCC(C(N)=O)CC3)n2CCc2ccccc2)n(C)c1=O
    -0.6% | 2.5%
S=C1NCCOCCOCCOCCNC(=S)N2CCOCCOCCN1CCOCC2
    -0.3% | 1.7%
CCCOc1cc(C)c(S(=O)(=O)n2nnc3ccccc32)cc1C
    . | -0.4%
COc1ccc(-n2cnnc2SCC(=O)c2ccc(S(=O)(=O)N3CCOCC3)cc2)cc1
    -22.0% | -0.8%
O=C1C=C(N2CCN(C3=CC(=O)CCC3)CC2)CCC1
    2.2% | -0.7%
O=C(NCc1ccccc1Cl)C1CCN(S(=O)(=O)N2CCCCC2)CC1
    6.7% | 2.2%
COc1ccccc1N1CCN(Cc2nc3ccccc3c(=O)n2CC(C)=O)CC1
    1.4% | 10.5%
COc1ccccc1OC1=NS(=O)(=O)c2ccccc21
    -10.6% | 5.8%
Cc1nc(N)sc1C(=O)N/N=C/c1cccc(O)c1
    1.4% | -5.0%
O=C(Oc1cccc(Oc2ccccc2)c1)N1CCOCC1
    4.8% | 4.2%
CCCS(=O)(=O)c1c(S(=O)(=O)CCC)c2cnccn2c1C(=O)c1ccc(Cl)cc1
    . | 2.7%
COc1cc(C(=O)Oc2ccc(Cl)cc2C)cc(OC)c1OC
    1.8% | -2.9%
O=C(CP(=O)(c1ccccc1)c1ccccc1)N1CCCCC1
    2.6%&1.4% | 2.0%&9.2%
CCC(C)NCCOc1ccc(Br)cc1 (stereo not given)
    . | 1.5%
CCSc1nc2cc(OC)c(OC)cc2c(=O)n1CCc1ccccc1
    . | -2.1%
Cc1noc(C)c1CSc1nc2sc(C)c(C)c2c(=O)n1-c1ccccc1
    -8.5% | 3.1%
O=c1[nH]nc(SCc2ccc(Cl)cc2)c(=O)[nH]1
    0.3% | -2.2%
Cc1ccc(C(=O)Nc2cccc(NC(=O)c3ccc(C)cc3)n2)cc1
    -0.5% | -4.7%
COc1cc(C=O)ccc1OCCN1CCOCC1
    4.1% | -1.2%
CCS(=O)(=O)n1nc(C(=O)N2CCOCC2)nc1N
    . | -0.8%
CCCCOC(=O)C1=C(C)NC2=C(C(=O)CC(C)(C)C2)C1c1ccc(C)cc1 (stereo not given)
    2.7% | -5.7%
CCOc1ccc(CCNC(=O)CCN2C(=O)COc3ccccc32)cc1OCC
    -1.4% | 2.8%

Ordered by the number under MKP-3 inhibition (smallest number first): four from the list above.
smiles,MKP-3 inhibition,Hsp70 inhibitors
Cc1noc(C)c1CSc1nc2sc(C)c(C)c2c(=O)n1-c1ccccc1,-8.5%,3.1%
CCOc1ccc(CCNC(=O)CCN2C(=O)COc3ccccc32)cc1OCC,-1.4%,2.8%
Cc1ccc(C(=O)Nc2cccc(NC(=O)c3ccc(C)cc3)n2)cc1,-0.5%,-4.7%
COc1cc(C=O)ccc1OCCN1CCOCC1,4.1%,-1.2%

The results go on.
Fields – MKP-3 inhibition | Hsp70 inhibitors
COc1ccc(CN2CC34C=CC(O3)C(C(=O)O)C4C2=O)cc1 (stereo not given)
    -6.0% | -1.6%
Cc1ccc(C)c(N2CCN(C(=O)c3ccccc3Br)CC2)c1
    -4.6% | 5.7%
COc1ccc(C2=NOC(C(=O)N3CCCc4ccccc43)C2)cc1 (stereo not given)
    -0.3% | -2.6%
COC(=O)CSc1nnc(Cc2ccccc2)n1-c1ccc(C)cc1
    . | 0.1%
O=C(NCc1ccc(F)cc1)c1cc2n(n1)C(C(F)(F)F)CC(C1CC1)N2 (stereo not given)
    -12.9% | 0.0%
CCOc1ccc(S(=O)(=O)Nc2ccc(NC(C)=O)cc2)cc1
    0.6% | 0.1%
CC(C)CC(c1nnnn1Cc1ccco1)N1CCN(C2CCCC2)CC1 (stereo not given)
    -9.0% | 2.3%
COCCOC(=O)CC1=NC(=O)CS1
    -0.8% | -1.8%
COc1cccc(C=Nc2ccc3c(c2)OCCO3)c1O
    -3.8% | 3.0%
CC(C)c1ccc(C2NN=C(c3ccccc3)S2)cc1 (stereo not given)
    -0.1% | 1.0%
CCn1c(Cc2c(C)[nH]c3ccccc23)nnc1SCC(N)=O
    -2.9% | .
CC/C(=C1/C(=O)N(c2nc3ccccc3s2)N=C1C(F)(F)F)N1CCOCC1
    4.4% | 1.0%
COC(=O)c1[nH]c2ccccc2c1NC(=O)CN1CCC(C(N)=O)(N2CCCCC2)CC1
    5.4% | 1.3%
CC(Oc1cccc(Cl)c1)C(=O)Nc1ccccc1C(=O)N1CCN(Cc2ccccc2)CC1 (stereo not given)
    4.6% | 0.3%
COc1cccc(OCCCOc2ccc(C)cc2C)c1
    -2.3% | 0.6%
COc1cccc(C2CC(c3ccccc3OC)n3nc(N)nc3N2)c1 (stereo not given)
    0.5% | -4.8%
S=C(c1ccc(-c2ccc(Cl)c(Cl)c2)o1)N1CCCCC1
    1.9% | -2.3%
Cc1ccccc1C(=O)Nc1ccccc1C(=O)N1CCCCC1
    0.9% | 3.6%
Cn1nc(C(F)(F)F)c2cc(NC(=O)OCc3ccc(F)cc3)sc21
    . | 1.5%
COc1ccccc1-c1cc(C(F)(F)F)nc(NCc2ccco2)n1
    0.0% | 5.0%
COc1ccccc1OCCNc1cc(N2CCOCC2)ccc1[N+](=O)[O-]
    0.4% | 2.8%
COc1cccc(C(CC(=O)NCc2ccco2)NS(=O)(=O)c2ccc(C)cc2)c1OC (stereo not given)
    7.2% | -3.6%
c1ccc(Nc2ccccn2)cc1
    . | -4.9%
CC(=O)NC(c1ccccc1)c1cccnc1 (stereo not given)
    -3.2% | -0.6%
CCOC(=O)Nc1ccc2c(c1)N(C(=O)CN1CCN3CCCC3C1)c1ccccc1CC2 (stereo not given)
    -7.0% | 0.6%
COc1ccc(CN(Cc2nc3ccccc3c(=O)[nH]2)C(=O)C(C)(C)C)cc1
    -4.7% | -0.3%
CC(C)CCNC(=O)C(c1ccco1)N(Cc1ccc(F)cc1)C(=O)c1snc(C(N)=O)c1N (stereo not given)
    1.1% | 5.1%
CCSc1nnc(NC(=O)CCCOc2ccc(Cl)cc2Cl)s1
    -0.3% | 2.1%
C/C(=C\C(=O)c1ccc(C)cc1)Nc1cccc(O)c1
    -13.0% | 5.3%
CCc1cc(-c2n[nH]c(C)c2Oc2ccc(C(C)C)cc2)c(O)cc1O
    . | 0.4%
CCCS(=O)(=O)N1CCCC(C(=O)N2CCN(c3ccccn3)CC2)C1 (stereo not given)
    -6.6% | -2.7%
COc1ccc(-c2cc(C(=O)Nc3cccc(C(C)=O)c3)no2)cc1
    -2.7% | .
Fc1ccccc1CSc1ncnc2c1oc1ccccc12
    -10.1% | 4.7%
O=C(NCCCN1CCCC1=O)c1cc(=O)c2ccccc2o1
    -10.0% | 4.5%
COc1ccc(C(=O)N2CCc3cc(OC)c(OC)cc3C2)cc1OC
    4.6% | 1.5%
COc1ccc(CC(=O)Nc2ccc(S(=O)(=O)Nc3nccc(C)n3)cc2)cc1
    . | 1.7%
COc1ccc(-c2c(C)oc3cc(O)cc(O)c3c2=O)cc1OC
    7.0% | -0.7%
Oc1ccccc1-c1cc(-c2cccc(F)c2)n[nH]1
    -4.8% | -6.2%
Cc1ccc(OCCCC(=O)Nc2nncs2)cc1
    -7.2% | -5.7%
COc1ccc2[nH]cc(C(=O)CN3CCCCC3C)c2c1 (stereo not given)
    -8.1% | 1.4%
CC(C)n1c(CCC(=O)O)ccc1-c1ccccc1
    -1.3% | -2.4%
CCCCOc1cccc(-c2nnc(N)s2)c1
    -0.7% | 6.9%
O=C1C2C3C=CC(CC3)C2C(=O)N1/N=C/c1ccccc1I (stereo not given)
    -0.4% | 4.0%
Cc1ccccc1OCc1nc(-c2ccc(-n3cccc3)cc2)no1
    1.6% | -0.4%
O=C(Cn1cnc2c(cnn2-c2ccc(F)cc2)c1=O)NCC1CCCO1 (stereo not given)
    -5.2% | -1.5%
CC1=C(C(=O)OCc2ccccc2)C(c2ccc([N+](=O)[O-])cc2)CC(=O)N1 (stereo not given)
    2.5% | -0.8%
Cc1ccc(Nc2nc(N)nc(CN3CCCCCC3)n2)cc1
    -6.5% | -0.3%
CC(=O)c1c(N2CCCC2)nc(=S)n(-c2ccccc2)c1C
    -1.0% | 0.4%&-0.1%
Cc1ccc(C(C)C)c(OCC(=O)Nc2ccc(Cl)c(NC(=O)c3ccco3)c2)c1
    10.9% | 0.4%
O=C(O)CSc1cccc2cccnc12
    -0.1% | 1.7%&-2.2%

The list continues:
Fields – MKP-3 inhibition | Hsp70 inhibitors
COc1ccccc1OCCCCCNCCO
    -1.6% | 5.2%
CCCCNC(=O)n1c(SC)nc2ccccc21
    . | 10.0%
CC(CC(=O)NC1CCCC1)c1ccccc1 (stereo not given)
    . | 8.0%
CCOC(=O)c1ccc(N2C(=O)CC(N(C)Cc3ccccc3)C2=O)cc1 (stereo not given)
    . | -2.8%
COc1cccc(-c2cc(C(F)(F)F)nc(N3CCOCC3)n2)c1
    -7.3% | 1.9%
CCOc1cccc(NC(=O)/C(C#N)=C/c2cn(CC(=O)Nc3ccccc3)c3ccccc23)c1
    5.6% | 0.6%
COc1ccc(C(=O)Nc2ccccc2C(N)=O)cc1[N+](=O)[O-]
    -7.7% | 5.4%
Cc1cc(Cl)ccc1OCC(=O)Nc1ccc(Cl)cn1
    0.1% | -4.2%
O=C(NCC(F)(F)F)N1CCOCC1
    -8.8% | 0.1%
CSC1=C(C#N)C(CC(C)C)C(C(C)=O)=C(C)N1 (stereo not given)
    -2.8% | 1.8%
CC(Oc1ccccc1)C(=O)Nc1cccc([N+](=O)[O-])c1 (stereo not given)
    -2.5% | 0.3%
CN(c1ccc(C(=O)NCCc2ccccc2)cc1)S(C)(=O)=O
    . | 7.5%
O=C(c1ccc(CN2CCOCC2)cc1)N1CCN(C(=O)c2ccc(CN3CCOCC3)cc2)CC1
    -0.7% | 0.2%
CC(c1nnc(SCn2nnc3ccccc3c2=O)n1-c1ccc(Cl)cc1)N(C)C (stereo not given)
    -7.6% | 3.5%
Cc1sc(NC(=O)CSc2nnnn2C2CCCC2)c(C#N)c1C
    -5.6% | -1.3%
O=C(Nc1ccon1)c1cccc(Cl)c1
    -13.9% | 2.9%
Fc1ccc(/C=N/Nc2nnc(-c3ccccc3)c(-c3ccccc3)n2)cc1
    -0.9% | -0.6%
Clc1cccc(CSc2nnc([C@@H]3CCCN3)o2)c1
    -5.8% | 3.9%
OC(CN1CCCCC1)CN1CCCCC1
    1.2% | 5.0%&-0.8%
COc1ccc(CNC(=O)c2ccccc2SC)cc1
    -6.8% | -5.2%
Cc1ccc(S(=O)(=O)NC(=O)NC(C)(C)C)cc1
    5.9%&-4.8% | -3.3%&-0.9%
CNC1(c2ccc(OC)cc2)Oc2ccccc2C(C#Cc2ccccc2)=C1C (stereo not given)
    3.6% | -7.3%
O=C(NCc1cccnc1)c1ccccc1Br
    0.3% | 2.1%
O=C(CSc1ncnc2c1oc1ccccc12)Nc1ccc2c(c1)OCCO2
    . | -1.3%
Cc1ccc2c(c1)SC1=NC(c3ccccc3)(C(F)(F)F)NC(=O)N12 (stereo not given)
    . | 3.1%
COc1ccc(N(CC(=O)Nc2cccc(Br)c2)S(=O)(=O)c2ccc(C)cc2)cc1
    -0.7% | -0.1%
COc1cc(OC)c(/C=C2/C(C)=C(C#N)c3nc(N)c(C#N)c(C)c32)cc1Br
    7.6% | -2.0%
Cc1cccc(N(Cc2cc3ccccc3[nH]c2=O)C(=O)c2ccco2)c1C
    -9.5% | -5.2%
Cc1c(NC(=O)OCCNC(=O)Nc2ccccc2)sc(=S)n1C
    10.4% | 0.8%
